# From PubChem
# M4 PAM = CHRM4 positive allosteric modulation; AID 624126; CHO-K1 hM4/Gqi5, Fluo-8 calcium fluorescence, ACh EC20; 0% = ACh EC20, 100% = maximal ACh; hit rate 0.4% among 360,000; activation, % at 3 µM;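 active = activation above its plate's cutoff, the mean activation of sample wells plus 3 SD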; note: some results filed as inactive read as strong as hits
# CRFR2-BP ag = CRF-BP/CRF-R2 complex agonism; HEK293 CRF-R2/CRF-BP, calcium dye fluorescence (FLIPR); percent of saturating CRF peptide response; activation, % at 13.2 µM; hit rate 0.46% among 350,000; AID 588473;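 active = activation of at least 50%, plus an integration ratio under a set limit after plate pattern correction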;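 note: plate controls were neutral control wells without compound for no effect and CRF at EC100 for full effect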
# M5 ag = agonists of human muscarinic M5 receptor (CHRM5); P08912; CHO-K1 hM5 cells, Fluo-8 calcium fluorescence; 0% DMSO wells, 100% maximal acetylcholine response; activation, % at 3 µM; hit rate 0.19% among 360,000; AID 624037;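 active = activation above the run's mean over test compounds plus 3 SD, cut at about 23% in these data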;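 note: signal is peak over basal fluorescence ratio across the kinetic read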
# M4 antag = blocks acetylcholine activation of human M4 receptor; P08173; inhibition, % at 3 µM; hit rate 0.73% among 360,000; CHO-hM4 cells, ACh EC80, Fluo-8 calcium fluorescence;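 active = inhibition above its plate's cutoff, the mean inhibition of sample wells plus 3 SD, cut at about 27% in these data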;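 note: 0% = acetylcholine EC80 with DMSO and 100% = DMSO without agonist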
# M5 antag = CHRM5 antagonism in calcium assay; P08912; CHO-hM5 cells, Fluo-8 calcium fluorescence, ACh EC80; inhibition, % at 3 µM; hit rate 0.59% among 360,000; AID 624040;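 active = inhibition above a per-plate cutoff, the mean of that plate's test compounds plus 3 SD, cut at about 27% in these data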;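 note: 0% = acetylcholine EC80 with DMSO and 100% = DMSO without agonist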
# CRFBP-R2 block = antagonists of CRF-binding protein/CRF-R2 receptor complex | hit rate 0.59% among 350,000 | inhibition, % at 11.8 µM | AID 588475 | HEK293 CRF-R2/CRF-BP, CRF-induced calcium fluorescence;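 active = inhibition of the ligand-induced calcium signal above about 50% at the single tested concentration, limit read from the data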
# M5 PAM = potentiates acetylcholine response at human M5 receptor | CHO-K1 hM5, Fluo-8 calcium, ACh EC20 PAM; 0% = ACh EC20, 100% = ACh EC100 | activation, % at 3 µM | hit rate 0.3% among 360,000 | AID 624038;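 active = activation above the run cutoff, the mean activation of all test compounds plus 3 SD, cut at about 18% in these data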
#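 System: CHO-K1 cell line with stable human muscarinic M5 receptor expression | Also added: EC20 acetylcholine as agonist stimulus | Compound: One concentration, 3 µM final (nominal) | Timing: Fluo-8 loading 80 min at 37 °C plus 30 min room temperature | Measured by: Fluo-8 calcium dye fluorescence, kinetic read | Read-out basis: % activation, ACh-normalized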
# CHRM4 agonist = agonists of human muscarinic M4 receptor (CHRM4); P08173; CHO-K1 hM4/Gqi5, Fluo-8 calcium fluorescence; vehicle 0%, full acetylcholine response 100%; activation, % at 3 µM; hit rate 0.14% among 360,000;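 active = activation above the run mean over all test wells plus 3 SD, cut at about 32% in these data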;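 note: peak over basal fluorescence ratio per well then scaled between controls; 0% = DMSO wells and 100% = acetylcholine at EC100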
# IDE inh = inhibitors of human insulin-degrading enzyme in cells | P14735 | HEK cells, FAbetaB cleavage, fluorescence polarization | inhibition, % at 5.59 µM | hit rate 0.41% among 320,000;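 active = percent inhibition above the average of all tested compounds plus 3 SD, set per screening campaign, cut at about 16% in these data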;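 note: IDE supplied by intact live HEK cells; FP after avidin binding of uncleaved biotin substrate so inhibition keeps polarization high; 0% = DMSO wells and 100% = 60 µM reference IDE inhibitor Ii1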
# Target sequence (P14735 whole entry, looked up): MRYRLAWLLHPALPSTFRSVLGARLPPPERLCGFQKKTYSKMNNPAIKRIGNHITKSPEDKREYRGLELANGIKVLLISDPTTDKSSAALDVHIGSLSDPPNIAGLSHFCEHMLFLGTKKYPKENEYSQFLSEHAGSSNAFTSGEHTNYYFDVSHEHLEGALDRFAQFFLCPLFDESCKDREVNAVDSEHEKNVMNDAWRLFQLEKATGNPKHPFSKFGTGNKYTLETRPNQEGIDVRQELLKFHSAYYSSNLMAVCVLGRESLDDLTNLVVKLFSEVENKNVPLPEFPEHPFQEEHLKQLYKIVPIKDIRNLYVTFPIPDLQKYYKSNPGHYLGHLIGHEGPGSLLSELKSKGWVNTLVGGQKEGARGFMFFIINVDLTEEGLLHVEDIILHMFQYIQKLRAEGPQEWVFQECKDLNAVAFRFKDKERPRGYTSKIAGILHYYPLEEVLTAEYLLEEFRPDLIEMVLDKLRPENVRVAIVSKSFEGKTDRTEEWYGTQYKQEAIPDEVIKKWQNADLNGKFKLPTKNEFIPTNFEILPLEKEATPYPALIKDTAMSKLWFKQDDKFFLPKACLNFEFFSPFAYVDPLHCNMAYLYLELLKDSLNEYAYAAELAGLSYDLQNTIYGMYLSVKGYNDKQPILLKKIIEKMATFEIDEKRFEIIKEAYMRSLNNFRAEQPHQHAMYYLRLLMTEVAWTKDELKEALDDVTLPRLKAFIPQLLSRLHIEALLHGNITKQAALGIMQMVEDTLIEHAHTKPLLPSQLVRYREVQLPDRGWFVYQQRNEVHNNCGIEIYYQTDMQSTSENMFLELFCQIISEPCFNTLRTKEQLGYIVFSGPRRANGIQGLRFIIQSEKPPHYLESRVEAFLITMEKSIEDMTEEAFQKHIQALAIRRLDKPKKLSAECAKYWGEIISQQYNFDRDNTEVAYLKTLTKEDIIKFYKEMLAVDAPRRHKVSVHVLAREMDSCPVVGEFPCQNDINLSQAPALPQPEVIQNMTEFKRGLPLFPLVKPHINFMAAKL
# Numbers without * were called inactive; · = no result given; & = joins results of further samples. Not a hit list; about 2.9% have a hit in one of these screens.
SMILES,M4 PAM,CRFR2-BP ag,M5 ag,M4 antag,M5 antag,CRFBP-R2 block,M5 PAM,CHRM4 agonist,IDE inh
COC(=O)c1ccsc1-n1cc(C#N)c(=O)n(C)c1=O,7,0.6,-2,2,-5,1,-1,1,2
COc1cc(C(=O)Nc2ccc(NC(=O)C3CC3)nc2)cc(OC)c1OC,-6,0.4,-7,1,-7,-3,3,0,3
O=C(N1CCOCC1)N(CCN1CCOCC1)Cc1cccc2ccccc12,6,-2.2,-1,-7,6,6,3,0,8
COc1cccc(/C=N/NC(=O)c2[nH]c(C)c(C(=O)N/N=C/c3cccc(OC)c3)c2C)c1,6,-3.1,-1,14,-6,-7,1,1,-6
Cc1ccc(C(=O)COC(=O)C(C)N2C(=O)C3C4CCC(C4)C3C2=O)cc1 (configuration not stated),-4,-1.8,1,4,4,21,-6,3,-2
COc1ccc(/C=C/C(=O)N(C)C2CCS(=O)(=O)C2)cc1 (configuration not stated),7,-1.0,3,4,1,16,4,2,·
O=c1[nH]c(=S)[nH]c2c1C(c1ccc(Br)cc1)c1c([nH]c(=S)[nH]c1=O)O2,3,-1.0,-4,-2,5,12,-1,1,7
Cc1csc(C)[n+]1CC(=O)c1ccccc1,-2,-1.7,-19,-2,2,9,3,1,-4
O=C(Cc1ccc(Br)cc1)NNC(=O)c1cccs1,0,-4.2,0,-6,9,6,8,0,-2
Cn1c(=O)oc2ccc(C(=O)CSc3nnnn3-c3ccccc3)cc21,0,0.4,1,-5,-7,-13,2,1,12
CC(NC(=S)Nc1cccc(C(F)(F)F)c1)C(C)(C)C (configuration not stated),-16,5.5,3,4,16,4,-20,14,4
O=C(CNC(=O)c1cccc([N+](=O)[O-])c1)NC1CCCc2ccccc21 (configuration not stated),1,0.0,1,-7,-3,-1,-3,2,3
CCOc1ccccc1OCCCC(=O)Nc1ccc(OC)nc1,2,0.0,2,-2,11,-4,-2,1,-6
Nc1ncc(Br)cc1S(=O)(=O)Nc1cc(C(F)(F)F)cc(C(F)(F)F)c1,-7,25,6,1,2,34,-5,13,3
O=C1COc2ccc(C(=O)COC(=O)Cc3ccc(F)cc3)cc2N1,-2,1.0,1,10,4,-10,-6,5,-2
CCCCn1c(N)c(N(CC(C)C)C(=O)CN2C(=O)C3CCCCC3C2=O)c(=O)[nH]c1=O (configuration not stated),6,2.7,0,-12,5,-3,-6,1,-8
COc1cccc(NC(=O)C2CCN(c3ncccn3)CC2)c1,6,-1.8,0,13,0,0,0,2,8
CCOC(=O)[C@H]1[C@H]2COc3ccc(C)cc3[C@@H]2N2C(=O)CN(Cc3ccc(OC)cc3)C(=O)[C@@]12C,-2,-1.8,3,-8,-6,0,6,4,2
CN(C)CCC(c1ccc(Cl)cc1)c1ccccn1 (configuration not stated),-7&-8,-0.9&3.0,-1&-1,-2&-15,15&6,1&-6,-17&-16,2&2,0&-3&2
C=CCN(c1ccccc1)S(=O)(=O)c1cccc(C(=O)Oc2ccc3c(C)cc(=O)oc3c2)c1,13,6.1,-3,3,-2,-2,-3,0,7
COCCn1c(SCc2ccc(C(=O)OC)o2)nc2ccccc2c1=O,0,-0.4,-3,-1,3,20,-6,7,-2
Cc1ccc2c(CSc3nnc(C4CC4)n3N)cc(=O)oc2c1,-5,-0.4,-1,5,-5,0,2,1,1
COc1cccc(C(O)c2nc(-c3cccc4cccnc34)cs2)c1 (configuration not stated),0,·,1,-3,-1,·,-2,2,·
COc1ccc(-n2c(C)cc(/C=C/c3nc(O)c([N+](=O)[O-])c(=O)[nH]3)c2C)cc1,1,-2.1,3,-1,-5,17,4,1,-5
CCN(CC)C(=O)CSc1ccccc1N,7,-1.2,0,6,-2,-6,-3,0,2
O=C(C=Cc1ccc2c(c1)OCO2)OCC=Cc1ccc2c(c1)OCO2,0,7.4,4,-5,7,11,3,1,·
Cc1cccc(C(=O)N(Cc2ccco2)c2c(N)n(Cc3ccccc3)c(=O)[nH]c2=O)c1,-5,0.5,0,-1,6,-19,-1,0,4
COc1cccc(C(C)(O)c2nc(-c3ccc4c(c3)OCO4)cs2)c1 (configuration not stated),-8,·,4,10,11,·,-10,7,·
O=C1Nc2ccccc2N(O)N1c1cc(-c2ccccc2)[nH]n1,2,-1.0,4,-5,0,30,-2,0,-1
Cc1nn(Cc2ccccc2Cl)c(C)c1N,7,-0.1,-1,-7,-1,23,-1,0,8
CCOc1ccc(-c2nnn(CC#N)n2)cc1OC,3,-0.8,-7,-2,-14,7,8,1,0
O=C(Nc1ccccc1C(=O)N1CCCCC1)c1cc(F)c(F)cc1Cl,3,0.9,-1,0,12,-5,0,1,-3
CCOC(=O)Cc1csc(NC(=O)CSc2nnc(-c3ccncc3)n2Cc2ccco2)n1,-3,-1.8,-2,4,-8,11,-13,1,2
CCOC(=O)c1cc(CC)sc1N1C(=O)CC(Sc2ncccc2C(=O)O)C1=O (configuration not stated),-4,3.5,2,7,7,-16,-4,0,-2
Cc1c(C(=O)Nc2ccc(-c3nnc4n3CCCCC4)cc2)oc2ccc(Br)cc12,-7,-0.3,-3,3,4,4,-4,1,15
Brc1cccc(CNc2nc3ccccc3n2CCN2CCOCC2)c1,7,-0.8,-6,-7,-8,-20,-9,2,-2
Cc1sc2nc(CSCC(=O)Nc3ccc(C(F)(F)F)cc3)[nH]c(=O)c2c1C,-1,-0.2,3,7,10,-13,-1,2,0
CCOc1ccc(NC(=S)N(CCOC)C(C)c2cccnc2)cc1 (configuration not stated),5,-0.1,-4,-5,9,-6,4,0,-3
N=c1occ(C(=O)c2cc(F)ccc2O)cc1C(=O)NC1CCCCC1,-6,3.1,2,6,-3,-45,-9,6,1
CSc1ccccc1OCc1cc(C(=O)N(C)C(C)c2ccccn2)no1 (configuration not stated),1,-0.4,3,-6,-9,-1,10,4,·
COc1ccc(CNC(=O)c2ccc(-c3ccccc3)cc2)cc1OC,-2,-3.0,0,-10,5,7,-9,7,11
O=C(CSc1ncnc2c1cnn2-c1ccc(F)cc1)NCc1ccc2c(c1)OCO2,-4,-1.1,0,11,-5,12,3,1,-2
CCN(CC)S(=O)(=O)c1ccc(C)c(NC(=O)CN2C(=O)NC3(CCCC3)C2=O)c1,1,0.1,-4,-5,16,2,-3,-1,3
O=C(CN1CCN(CC(=O)Nc2ccc(F)cc2)CC1)NCC1(N2CCOCC2)CCCCC1,2,1.6,0,4,-4,0,8,0,6
Cc1occc1C(=O)N1CCCC(Nc2ccc(F)cc2)C1 (configuration not stated),-2,-0.4,-5,-3,3,-3,3,1,-1
CCC(C(=O)NC1CCCC1)N(C(=O)Cn1nnc(-c2ccc(C)o2)n1)c1cccc(O)c1 (configuration not stated),-2,-0.2,0,-14,9,-2,-8,13,2
Oc1ccc(Cl)cc1CNc1ccccn1,-4,-1.2,-10,-8,-7,0,12,1,4
Cn1c2c(c(=O)c3ccccc31)CCC(C)(C)O2,7,-0.9,-2,4,-1,-4,-2,-1,-3
CCOc1ccc(C(=O)N/N=C/c2cccc3cccnc23)cc1,15,-5.2,-6,-11,-4,7,5,5,8
Cc1c(Cl)cccc1NC(=O)C(=O)NNC(=O)c1ccccc1F,-5,-0.3,-1,-6,5,0,-2,1,0
O=S(=O)(NCc1ccccn1)c1ccc(F)cc1,-3,-2.0,-2,8,-4,-15,-1,0,-2
Cc1ccc(C2(SCC(N)C(=O)O)c3ccccc3-c3ccccc32)cc1 (configuration not stated),1,2.6,1,-13,6,21,0,-1,·
CCc1cc2ccccc2nc1SCC(=O)Nc1cc(C)on1,1,0.0,-6,-3,-2,-8,3,0,-1
O=C(NCCCN1CCOCC1)c1ccc(Cl)cc1[N+](=O)[O-],0,0.1,-6,4,-8,2,-7,1,5
COC(=O)CCP(=O)(O)Cc1ccccc1CP(=O)(O)CCC(=O)OC,1,-0.5,-3,5,6,17,-8,0,-3
CC(C)(C)c1ccc(-c2nc(NCc3cccnc3)c3ccccc3n2)cc1,3,1.8,0,-1,5,-3,0,0,0
COCCNC(=O)CN1C(=O)/C(=C/c2ccccc2)Oc2ccc(C(C)(C)C)cc21,2,5.0,-2,5,-1,-15,11,1,-1
O=c1oc(-c2ccc([N+](=O)[O-])cc2)nc2ccc(O)cc12,2,12,0,-4,8,-21,-4,-1,1
C[C@@H]1CN([C@H](C)CO)C(=O)CCCn2nncc2CO[C@@H]1CN(C)C(=O)C1CCCCC1,5,1.4,1,-16,4,8,-1,2,·
CNC(=S)N/N=C/c1ccc2c(c1)OCCO2,0,-3.4,-1,-8,-4,8,0,1,7

# Full records as entered above.
# COCCNC(=O)CN1C(=O)/C(=C/c2ccccc2)Oc2ccc(C(C)(C)C)cc21 is listed as M4 PAM = 2; CRFR2-BP ag = 5.0; M5 ag = -2; M4 antag = 5; M5 antag = -1; CRFBP-R2 block = -15; M5 PAM = 11; CHRM4 agonist = 1; IDE inh = -1
# O=C(CSc1ncnc2c1cnn2-c1ccc(F)cc1)NCc1ccc2c(c1)OCO2 is listed as M4 PAM = -4; CRFR2-BP ag = -1.1; M5 ag = 0; M4 antag = 11; M5 antag = -5; CRFBP-R2 block = 12; M5 PAM = 3; CHRM4 agonist = 1; IDE inh = -2

# (list continues)
SMILES,M4 PAM,CRFR2-BP ag,M5 ag,M4 antag,M5 antag,CRFBP-R2 block,M5 PAM,CHRM4 agonist,IDE inh
CCOP(=O)(OCC)/C(C#N)=C/c1ccc(-c2ccc(F)cc2F)o1,-12,0.2,0,11,5,11,-9,4,0
C=CCn1c(SCC(=O)NC2CCCC2)nnc1-c1ccncc1,7,-0.4,-1,-11,-5,-12,0,1,-2
C=C1[C@@H](CCO)N(S(=O)(=O)C(C)(C)C)C[C@@H]1C,-6,1.6,1,-3,3,5,-2,0,·
COCc1[nH]nc2c1C(c1ccccc1OC)C(C#N)=C(N)O2 (configuration not stated),14,1.1,-3,3,1,-10,0,6,-2
O=C(c1cccs1)N1C[C@@H](n2cc(-c3ccc(F)cc3)nn2)[C@H](O)C[C@@H]1c1ccccc1,-6,0.1,2,2,-3,5,-3,9,·
COc1ccc(-c2cc(NC=O)c3ncc(-c4cccc(C(=O)NCCN(C)C)c4)n3c2)cn1,-5,·,0,-1,-6,·,-3,0,·
O=C(COC(=O)/C=C/c1ccc([N+](=O)[O-])cc1)Nc1ccc2[nH]c(=O)[nH]c2c1,5,-0.7,5,0,4,0,2,2,·
Cc1sc2ncnc(N)c2c1C,3,1.0,-4,6,0,-14,10,0,3
COc1ccc(-n2nnnc2SCC(=O)N2CCCC2=O)cc1,0,-0.3,-1,7,6,-7,2,1,2
Cc1csc(NC(=O)c2cc(C)nc3ccccc23)n1,-10,-2.4,2,2,8,-6,-4,15,2
COc1ccc(N(C)S(=O)(=O)c2ccc(C)cc2)c([N+](=O)[O-])c1,0,-0.4,-1,8,0,9,0,2,3
Cc1ccc(N2C(=O)N(CC(=O)Nc3ccc([N+](=O)[O-])cc3)C(=O)C2C)cc1 (configuration not stated),0,-0.1,-6,-3,18,-7,-8,2,2
COc1ccc(C(=O)Nc2ccccc2C(=O)N/N=C/c2ccc(O)c(OC)c2)cc1,-4,-1.4,2,9,7,-2,-12,11,-3
